# High-throughput results deposited in PubChem by National Center for Advancing Translational Sciences (NCATS).
# Eya2 inh = Eya2 (human) phosphatase inhibition; O00167; recombinant Eya2, OMFP fluorescence dephosphorylation (OMFP is methylfluorescein phosphate); Potency, µM (top dose mostly 76.9 µM), without a hit: at the top dose activity, negative = inhibition, most hits filed as inhibitors; hit rate 0.006% among 330,000; note: potency is the fitted concentration of half-maximal effect; % is set by controls: 0 for no effect and ±100 for the full control effect
#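 Eya2 protein (added as 0.2 uM solution) was preincubated with compound for 10 min at ambient temperature in 50 mM HEPES pH 7.5, 50 mM NaCl, 5 uM MgCl2, 0.05% BSA, 1 mM DTT. OMFP (added at 50 uM) then reacted 10 min; fluorescence read at 485/525 nm.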
# PTAP TSG101 blk = blocks PTAP/TSG101 interaction to inhibit HIV-1 budding; 340,000 tested, under 10 active; AID 493005; Q99816; Fluorescence polarization, FITC-PTAP peptide / Tsg101 binding; Potency, µM (doses to about 115 µM), without a hit: at the top dose activity change, negative = inhibition, actives largely listed as inhibitors; active = well fitted inhibition curve with a large enough effect in the main read-out, with a control signal flat, not every such curve was filed as active; inconclusive = small, poorly fitted or top-dose-only effect, or effect the other way, or a change in a side signal; inactive = no such curve, though single readings can be large or run the other way; note: potency is the fitted concentration of half-maximal effect; % of control where 0% means no effect
# Target sequence (Q99816 whole entry, looked up): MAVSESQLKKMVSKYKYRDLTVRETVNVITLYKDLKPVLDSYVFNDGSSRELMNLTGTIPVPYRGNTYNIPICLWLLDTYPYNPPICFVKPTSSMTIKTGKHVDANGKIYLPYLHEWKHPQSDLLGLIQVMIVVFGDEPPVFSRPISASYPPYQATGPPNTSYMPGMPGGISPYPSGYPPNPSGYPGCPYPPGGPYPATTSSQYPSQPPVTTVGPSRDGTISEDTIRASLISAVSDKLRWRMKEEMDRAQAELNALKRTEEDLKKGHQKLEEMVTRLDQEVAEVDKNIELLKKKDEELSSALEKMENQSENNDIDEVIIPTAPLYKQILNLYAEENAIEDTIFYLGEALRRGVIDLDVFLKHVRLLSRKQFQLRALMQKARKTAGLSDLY
#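 FP read-out: FITC-PTAP peptide, 50 nM final, binding Tsg101 binding domain, 10 uM final; 20 min, r.t.; 10 mM HEPES pH 7.5, 0.15 M NaCl, 0.01% Tween 20, 3 mM EDTA, 0.1 mM TCEP.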
# TCR activator = activators of T cell receptors | primary human leukocytes, anti-CD3, IL-2 HTRF, 48 h | Potency, µM (doses to about 9.22 µM), without a hit: top-dose activation of IL-2 secretion, usual class: activators | 330,000 tested, under 10 active | AID 504894; note: % of control where 0% means no effect
#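 Primary human leukocytes receive a-CD3 beads and test compound and are incubated 48 hr. Secreted IL-2 is then assayed by HTRF, measuring 665nm acceptor emission after 320nm excitation of the europium donor.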
# ELG1 repair inh = ELG1-dependent DNA repair inhibition | HEK293T ELG1-luciferase reporter, luminescence, 16 h; DNA damage induced by 5-fluorouridine | hit rate 2.3% among 330,000 | Potency, µM (series often up to 46.1 µM), inactives show at the highest dose activity change, negative = inhibition, actives largely listed as inhibitors; note: potency is the fitted concentration of half-maximal effect; % is set by controls: 0 for no effect and ±100 for the full control effect; nearly all actives have a fitted effect of over 55% in size
#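 5-Fluorouridine DNA damage + compound/DMSO, 2,000 cells/well, 16 h, 37 °C/5% CO2. ONE-Glo, 30 min RT, luminescence. Readout = decrease in reporter signal.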
# S-ASM inh = inhibitors of human secretory acid sphingomyelinase; AID 504937; placental ASM, HMU-PC fluorogenic substrate, 60 min; hit rate 0.006% among 340,000; P17405; Potency, µM (doses to about 57.5 µM), inactives show at the highest dose activity change, negative = inhibition, actives largely listed as inhibitors; note: potency is the fitted concentration of half-maximal effect
# Target sequence (P17405 47-631 limits assumed): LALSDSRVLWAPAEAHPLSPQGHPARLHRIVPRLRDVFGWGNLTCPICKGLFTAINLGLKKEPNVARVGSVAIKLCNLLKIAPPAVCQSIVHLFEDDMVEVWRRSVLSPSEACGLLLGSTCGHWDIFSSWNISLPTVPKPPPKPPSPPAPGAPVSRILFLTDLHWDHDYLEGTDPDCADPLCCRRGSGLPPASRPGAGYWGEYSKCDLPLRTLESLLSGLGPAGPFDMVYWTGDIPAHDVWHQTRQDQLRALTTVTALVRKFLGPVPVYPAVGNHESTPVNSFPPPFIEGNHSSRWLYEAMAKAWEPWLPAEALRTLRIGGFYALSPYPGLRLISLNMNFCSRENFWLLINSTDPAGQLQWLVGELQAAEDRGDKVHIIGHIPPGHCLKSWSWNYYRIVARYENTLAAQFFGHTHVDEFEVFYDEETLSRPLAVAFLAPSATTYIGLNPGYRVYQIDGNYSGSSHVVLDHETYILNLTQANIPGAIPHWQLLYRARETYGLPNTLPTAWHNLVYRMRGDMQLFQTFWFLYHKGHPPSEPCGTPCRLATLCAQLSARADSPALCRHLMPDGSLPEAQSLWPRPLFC
#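 Fluorescence read-out (Ex 386 nm, Em 447 nm) after stopping the reaction at pH 10. Enzyme: ASM from human placenta; substrate HMU-PC0, 9 uM final; 60 min, 37 °C. Compound preincubation 10 min, ambient temperature.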
# Mito fusion act = mitochondrial division inhibition or fusion activation; Potency, µM (top dose mostly 46.1 µM), for inactives: top-dose growth rescue (activation), most hits filed as activators; S. cerevisiae fusion-defective mutant growth rescue, CellTiterGlo 48 h; hit rate 0.23% among 320,000;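 note: potency is the fitted concentration of half-maximal effect; % of control where 0% means no effect; nearly all actives have a fitted effect of over 45% in size; temperature-sensitive fusion mutants such as fzo1-1 at 37 °C on non-fermentable ethanol glycerol medium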
#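 Luminescent cell viability in 1536-well qHTS format served as the measure of rescued growth in ts fusion-mutant S. cerevisiae cultured on non-fermentable YPEG for 48 hours at 37C.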
# Tb PFK inh = blocks T. brucei phosphofructokinase | hit rate 0.17% among 330,000 | O15648 | T. brucei PFK, ADP-Glo luminescence | AID 485367 | Potency, µM (top dose mostly 57.5 µM), for inactives: top-dose activity, negative = inhibition, most hits filed as inhibitors;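 note: potency is the fitted concentration of half-maximal effect; 0% = uninhibited 1x PFK enzyme wells and -100% = no-enzyme wells; nearly all actives have a fitted effect of over 60% in size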
#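 ADP-Glo luminescence quantified ADP after 45 min at room temperature, with 1.25 nM T. brucei PFK, 0.1 mM ATP and 0.5 mM fructose-6-phosphate in pH 8.0 TEA buffer. qHTS titrations up to 57 µM; curves classified by quality.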
# a7 integrin act = activates integrin-mediated alleviation for muscular dystrophy; alpha7betagal myoblasts, beta-gal FDG fluorescence, 48 h; hit rate 0.064% among 350,000; Potency, µM (doses to about 38.3 µM), for inactives: at the highest dose activation, usual class: activators;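 note: potency is the fitted concentration of half-maximal effect; 100% = response of the positive control SU9516; nearly all actives have a fitted effect of over 60% in size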
#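 alpha7betagal+/- myoblasts (passage 13, 250/well) treated 48 h at 37C with compounds at 1:260 dilution of DMSO stock. Lysed, then beta-galactosidase activity read as FDG fluorescence (ex 480/em 540) after 30 min, with pre-read for autofluorescence.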
# A-T KAP1 phos = potential ataxia-telangiectasia treatments restoring KAP-1 phosphorylation. hit rate 0.19% among 320,000. Potency, µM (series often up to 57.5 µM), without a hit: top-dose activation, hits mostly activators. […] A-T fibroblasts, KAP-1 phosphorylation AlphaLISA; neocarzinostatin DNA damage 30 min before lysis; note: potency is the fitted concentration of half-maximal effect; % of control where 0% means no effect; nearly all actives have a fitted effect of over 45% in size
#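 ATM-like activity read as KAP-1 phosphorylation via AlphaLISA donor/acceptor antibody pairs after lysis and 6 hr at 25C. Cells were ATM-null patient fibroblasts ([…], hTERT), dosed 60 min, then exposed to the DSB inducer NCS for 30 min.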
# TSHR antagonist = blocks TSH signaling through the human TSH receptor; TSHR-expressing cells, TSH-stimulated cAMP HTRF, 2 h; stronger effect = lower value; activity change, negative = inhibition, % at 11.5 µM; hit rate 0.2% among 330,000; P16473;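 active = activity change below a set negative limit, meaning inhibition stronger than a set level, cut at about -70% in these data; inconclusive = activity change between two set negative limits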; note: % is set by controls: 0 for no effect and ±100 for the full control effect
#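 Competitive HTRF cAMP read-out (cryptate anti-cAMP antibody, cAMP-d2; 30 min, room temperature) in freshly harvested TSHR cells. Compounds added before TSH at EC80 (4nM final), followed by 2 hours' incubation at 37 deg C.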
# Chronic BCR inh = chronic active BCR signaling inhibition; ABC-DLBCL IkBa-CBG/CBR reporter, luminescence ratio, 4 h; Potency, µM (doses to about 46.1 µM), for inactives: at the highest dose ratio change, negative = lower green/red ratio, actives largely listed as inhibitors; hit rate 0.05% among 340,000; active = well fitted inhibition curve with a large enough effect in the signal ratio, with a control signal flat, not every such curve was filed as active; inconclusive = small, poorly fitted or top-dose-only effect, or effect the other way, or a change in a side signal; the % refers to the signal ratio;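 note: potency is the fitted concentration of half-maximal effect; plate controls were basal doxycycline-induced cells for no effect and cells given 10 µM MG132 for full effect; MG132 reads +100%, hits lower the ratio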
#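 TMD8 ABC-DLBCL cells carrying doxycycline-inducible green luciferase fused to IkappaBalpha plus unfused red luciferase were exposed to compounds (up to 46 uM) for 4 hrs at 37C. Activity came from the overlap-corrected green/red luminescence ratio.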
# An asterisk follows results filed as active; u = inconclusive; x = not tested or not shown; & = joins results of further samples; [ ] = dose if it differs, or a comment. Unless noted, calls come from the whole dose curve; as a rule, active = well fitted curve in the direction sought with a large enough effect; inconclusive = small, poorly fitted or top-dose-only effect, or another doubt; inactive = no such curve, though single readings can be large; an effect the other way counts as inactive or inconclusive.
mol	Eya2 inh	PTAP TSG101 blk	TCR activator	ELG1 repair inh	S-ASM inh	Mito fusion act	Tb PFK inh	a7 integrin act	A-T KAP1 phos	TSHR antagonist	Chronic BCR inh
Cc1nn(-c2ccccc2)c2nc(C(F)F)cc(C(F)F)c12	-9.1%	0.2%	1.8%	u	25.6%	-5.3%	-3.7%	10.9%	7.6%	16.3	u
CCCCN(CC)CCCNC(=O)c1cn(C)c(=O)c2c1c1ccccc1n2C	-1.3%	-9.6%	-0.6%	11.6%	3.1%	1.6%	0.4%	-0.8%	16.7%	-1.9	u
Cc1ncccc1C(=O)N1CCCC(C(=O)c2ccc3c4c(cccc24)CC3)C1 (configuration not stated)	11.3%	-1.8%	-1.8%	u	9.0%	2.6%	-4.1%	-9.7%	7.5%	-22.8	-15.3%
N#Cc1cc2c([nH]c1=S)CCCC2	4.7%	-4.8%	-2.3%	u	5.6%	14.9%	u	-15.7%	2.1%	15.7	u
O=C(Nc1ccc2c(c1)OCCO2)c1ccc(Br)c(S(=O)(=O)N2CCOCC2)c1	-0.3%	-5.8%	0.8%	u	-3.6%	0.6%	4.1%	-7.0%	5.1%	-30.2	u
Cn1nnc2cc(C(=O)N3CCC(c4ccccc4)C3)ccc21 (configuration not stated)	-4.6%	-6.0%	3.6%	u	2.7%	5.0%	-6.9%	-4.5%	6.9%	-1.1	u
CCCn1c(SCC(=O)N2c3ccccc3CC2C)nnc1-c1ccco1 (configuration not stated)	1.9%	0.1%	-7.0%[46.1 µM]	u	4.6%	17.3%	9.2%	-20.4%	2.6%	0.4	-10.4%
Cc1ccc(-n2c(C)nc3ncnc(-c4ccccc4)c32)cc1	2.0%	-2.8%	-1.0%[46.1 µM]	-19.4%	5.2%	-3.1%	-0.5%	-9.2%	4.5%	-1.9	u
CN(Cc1cccc2cnccc12)C(=O)c1cc(COc2ccc(F)cc2Cl)on1	-9.5%	-0.6%	5.2%	20.6µM*	-1.9%	4.4%	-1.2%	-29.4%	-1.6%	3.8	-17.4%
Cc1ccc(S(=O)(=O)NC2CC2)cc1	7.8%	-6.8%	x	u	-0.4%	2.9%	1.8%	9.7%	13.7%	5.3	3.3%
O=C(O)CCC(=O)NNC(=O)c1ccc([N+](=O)[O-])cc1	-16.3%	-3.5%	3.0%	-2.6%	-0.9%	1.5%	-5.4%	6.6%	-2.2%	3.3	-9.2%
COc1ccccc1/C=C/C=N/n1c(-c2ccccc2)n[nH]c1=S	-1.4%	-5.0%	-1.4%	u	-5.6%	-5.5%	-1.3%	19.7%	x	-1.7	u
CCCCN(C)CCCNC(=O)c1cn(CC)c2ccc(S(=O)(=O)N3CCOCC3)cc2c1=O	0.2%	-12.5%	1.7%	u	2.5%	-0.1%	0.9%	u	-3.5%	-1.7	2.5%
CCOC(=O)C1=C(C)Nc2nc(SCC(=O)OC)nn2C1c1cc(F)cc(F)c1 (configuration not stated)	2.7%	-1.8%&-3.8%	6.8%&-2.0%	-0.4%	-12.4%&-8.1%	0.4%	-7.1%	13.4%&-13.9%	0.9%	-8.3	8.8%
COn1c(SCc2ccc(Cl)cc2)nc2ccccc2c1=O	9.9%	-5.4%	0.4%	u	-17.1%	1.3%	0.6%	-9.9%	1.4%	-7.4	u
Cc1ccc2c(c1)nnn2C1CCN(S(=O)(=O)c2ccc3ccccc3c2)CC1	-3.8%	-11.9%	-1.2%[46.1 µM]	u	-3.8%	16.5%	0.5%	18.0%	x	-27.2	0.3%
Cc1ccc2[nH]cc(CCNC(=O)Nc3ccccc3)c2c1	-2.4%	-15.9%	1.7%	-33.6%	-5.5%	2.1%	-8.6%	-3.9%	x	-8.7	11.8%
CN(C)S(=O)(=O)c1cccc(NC(=S)NN=C(Cc2ccccc2)Cc2ccccc2)c1	-1.3%	1.6%	-4.9%[46.1 µM]	0.7%	-3.1%	-8.8%	-4.5%	26.1%	8.4%	4.1	-6.9%
COC(=O)CSc1nc2ccc(C)cc2cc1C#N	4.1%	-2.5%	-4.8%	u	10.9%	6.3%	0.5%	-11.9%	3.4%	-11.6	u
CC(=O)N/N=C(\C)C1COc2ccccc2O1 (configuration not stated)	-14.6%	-1.8%	1.4%	2.3%	0.5%	-0.2%	0.4%	-20.2%	31.6%	4.2	-1.8%
Cc1ccc(OCC(=O)NCc2ccc3c(c2)OCO3)c([N+](=O)[O-])n1	-1.7%	-6.8%	1.7%	13.1%	-3.2%	2.2%	2.2%	9.3%	-0.9%	-6.7	-2.8%
S=C(c1ccc(-c2ccc(Cl)cc2)o1)N1CCCCC1	3.3%	-3.5%	4.1%	u	-13.0%	9.4%	-11.0%	-21.8%	3.1%	-8.5	u
CCC(C)NC(=O)c1cnn2c(C)c3c(nc12)CCCC3 (configuration not stated)	11.4%	-11.0%	x	15.5%	3.5%	2.2%	0.5%	-2.1%[7.66 µM]	-3.9%	-0.4	u
C/C(CC(=O)Nc1ccc2c(c1)OCCO2)=N\NC(=O)c1cccc(O)c1	-21.6%	-0.4%	5.7%	15.6%	-2.7%	5.2%	8.6%	6.7%	-0.2%	-0.9	u
OC(c1ccc(OCc2ccccc2)cc1)c1nnc(-c2ccccc2)o1 (configuration not stated)	-0.8%	-0.7%	-3.3%	-5.2%	-24.0%	1.8%	-0.6%	-54.5%[inhibitor]	-1.9%	-15.7	u
O=C(O)CCCCc1nc2ccccc2s1	9.8%	-0.4%	5.1%	u	2.9%	-1.5%	20.5%	11.8%	-4.4%	12.1	u
CC(OC(=O)c1cc(S(=O)(=O)N2CCOCC2)ccc1F)C(=O)NCc1ccc2c(c1)OCO2 (configuration not stated)	2.8%	-0.9%	4.4%	-1.2%	-1.4%	-5.0%	-0.8%	12.8%	11.4%	2.0	1.7%
Cc1cc(NC(=O)CCOc2ccccc2)no1	-8.7%	-2.7%	0.0%	u	-0.5%	-3.8%	-2.3%	-10.9%	0.9%	13.9	3.5%
Cn1c(SCCN2CCCC2)nnc1C1CCN(S(=O)(=O)c2ccc(F)cc2)CC1	-5.3%	0.3%	10.8%	14.6%	1.3%	-3.3%	-0.7%	4.8%	1.3%	0.3	1.4%
COc1ccc(CCNC(=O)CN2C(=O)COc3ccc(S(=O)(=O)N4CCCC4)cc32)cc1OC	10.4%	-5.0%	10.5%	u	2.1%	-3.9%	-12.1%	14.6%	12.7%	53.6	-2.2%
O=C1CCC(=O)N1CCC(c1ccc(F)cc1)c1ccco1 (configuration not stated)	5.4%	-5.0%	x	-0.4%	2.4%	3.1%	14.0%	-31.3%	6.0%	7.1	0.4%
CCOc1ccccc1CN1CCN(S(C)(=O)=O)CC1	8.4%	-6.4%	-8.3%	1.2%	3.4%	0.5%	-4.1%	0.0%	3.2%	0.4	-7.8%
CC(C)n1cc(/C=N/Nc2ccc(C(=O)O)cc2)c2ccccc21	-9.3%	-2.9%	3.2%	u	53.0%	-8.1%	-11.5%	-14.0%	-20.0%	-2.2	u
CCCCc1ccc(NC(=S)N2CCN(C(=O)c3ccco3)CC2)cc1	-3.1%	-1.2%	-5.7%	-25.9%	-1.1%	-0.1%	1.5%	18.6%	10.6%	11.3	-0.8%
O=C(NC1CCCc2c1cnn2-c1ccccc1F)c1ccccn1 (configuration not stated)	-6.9%	-5.9%	-2.0%	u	4.4%	2.7%	2.4%	8.4%	17.4%	-43.2	1.6%
CCOc1ccc(/C=C2/Sc3ccc(C(=O)N4CCOCC4)cc3N(C)C2=O)cc1OC	-10.1%	1.5%	6.0%	8.2µM*	-0.3%	-5.3%	-2.6%	19.4%	5.8%	1.0	u
CCc1c(C)nc2ncnn2c1NC1CCCc2ccccc21 (configuration not stated)	4.5%	-3.0%	-8.4%	-5.4%	1.2%	-9.6%	-1.7%	-19.5%	2.7%	-17.7	16.0%
